From PubChem BioAssay
E coli WT exp = blocks growth of wild type E. coli BW25113 | growth inhibition, % at 100 µM | OD600 absorbance | AID 710 | hit rate 0.15% among 98,000;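 active = growth inhibition above about 50% at one test dose, limit read from the data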;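 note: growth measured after 20 h incubation at 37 °C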
MT1-MMP txn act = activates MT1-MMP transcription. HT1080 MT1-MMP promoter luciferase reporter, luminescence, overnight; hits give high values. activation factor at 10 µM. hit rate 0.16% among 86,000. AID 750;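 active = activation factor of at least 2 for MT1-MMP transcription at 10 µM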
FAK inh = blocks human focal adhesion kinase activity. biochemical FAK kinase activity assay. inhibition, %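 (tested at 7 µM)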. hit rate 0.84% among 97,000; in the data active = inhibition above about 19%;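 note: 0% = DMSO and 100% = reference compound high control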
CD11b adhes inh = blocks human CD11b/CD18 adhesion to fibrinogen | K562 CD11b/CD18 adhesion to fibrinogen, ATPlite luminescence; Mn2+ added to activate the integrin | inhibition, % at 10 µM | hit rate 0.54% among 93,000;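 active = primary inhibition of 50% or more at 10 µM, then 40% or more on retest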; note: some results filed as inactive read as strong as hits
Target sequence (P05107 whole entry, looked up, other chains not shown): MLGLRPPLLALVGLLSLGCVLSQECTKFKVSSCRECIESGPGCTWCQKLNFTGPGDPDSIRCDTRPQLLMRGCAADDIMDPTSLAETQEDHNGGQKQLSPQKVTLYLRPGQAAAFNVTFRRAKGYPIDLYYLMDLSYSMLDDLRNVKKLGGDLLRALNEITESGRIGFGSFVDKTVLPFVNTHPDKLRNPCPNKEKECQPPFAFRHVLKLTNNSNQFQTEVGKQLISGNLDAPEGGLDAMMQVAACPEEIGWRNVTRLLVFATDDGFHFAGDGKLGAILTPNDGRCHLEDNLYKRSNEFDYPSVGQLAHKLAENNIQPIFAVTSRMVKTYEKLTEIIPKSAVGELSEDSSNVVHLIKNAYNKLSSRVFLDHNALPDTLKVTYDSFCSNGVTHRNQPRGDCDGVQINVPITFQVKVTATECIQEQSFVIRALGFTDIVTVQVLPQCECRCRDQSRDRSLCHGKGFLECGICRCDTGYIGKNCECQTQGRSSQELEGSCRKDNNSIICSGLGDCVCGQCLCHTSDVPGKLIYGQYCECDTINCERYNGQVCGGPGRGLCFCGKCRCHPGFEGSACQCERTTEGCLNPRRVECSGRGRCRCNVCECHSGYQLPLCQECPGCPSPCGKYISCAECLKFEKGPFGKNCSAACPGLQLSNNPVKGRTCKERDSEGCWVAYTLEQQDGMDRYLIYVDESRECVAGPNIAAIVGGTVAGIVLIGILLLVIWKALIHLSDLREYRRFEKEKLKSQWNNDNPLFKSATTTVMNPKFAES
ERa SRC1 pot = enhances coactivator binding to human estrogen receptor alpha; TR-FRET ERalpha-LBD/SRC-Cy5 coactivator binding, 2 h; 100 = basal binding, no effect; hit rate 1.3% among 86,000; P03372; AID 639; coactivator binding (% of control), % at 25.6 µM; in the data active = activity above about 200%;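 note: binding measured in presence of low estradiol as agonist stimulus; 0% = peptide alone without receptor and 100% = receptor with peptide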
ERa SRC1 inh = ER-alpha (human) coactivator binding inhibition; P03372; TR-FRET ER-alpha LBD / SRC-1 peptide, estradiol-bound; inhibition, % at 25.6 µM; hit rate 1.7% among 86,000; in the data active = inhibition above about 50%;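 note: 0% = receptor plus peptide control and 100% = peptide only without receptor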
Mac1 fbg enh = enhancers of human CD11b/CD18 binding to fibrinogen | P05107+P11215 | AID 1499 | hit rate 0.07% among 93,000 | activation, % at 10 µM | K562 CD11b/CD18 adhesion to fibrinogen, ATPlite luminescence;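 active = 10 µM primary screen giving 50% or more activity, confirmed by 40% or more on retest at that dose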; note: strong numbers were not always called active; reference of the scale not given here
PLAP activator = human PLAP activation; P05187; AID 696; activation fold at 20 µM; hit rate 1.2% among 96,000; purified PLAP enzyme, luminescent substrate read-out; hits give high values; in the data active = activation fold above about 2
ERb SRC1 inh = blocks coactivator binding to human estrogen receptor beta; hit rate 1.3% among 86,000; inhibition, % at 25.6 µM; Q92731; TR-FRET ER-beta LBD / SRC1-Cy5 peptide binding; receptor agonist-loaded with 1 µM estradiol; AID 633;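 active = compounds whose percent inhibition of the receptor-coactivator binding signal exceeds about 50% in the single-dose screen, limit read from the data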;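 note: 0% = receptor plus peptide wells without compound and 100% = peptide-only wells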
* = called active by the depositor; x = no result given; [ ] = another dose, or the depositor's remark.

SMILES | E coli WT exp | MT1-MMP txn act | FAK inh | CD11b adhes inh | ERa SRC1 pot | ERa SRC1 inh | Mac1 fbg enh | PLAP activator | ERb SRC1 inh
CCCn1c(SCC(=O)Nc2nc(C)cs2)nnc1-c1cccnc1 | -6 | 1.1 | 0 | -17 | 84 | -1 | -1 | 1.1 | 0
COC(=O)c1oc2ccccc2c1N | 5 | 1.3 | -1 | -46 | 104 | 9 | -1 | 0.9 | 1
Cc1ccc(S(=O)(=O)c2c(N)n(Cc3ccco3)c3nc4ccccc4nc23)cc1 | -10 | 1 | 3 | -1 | 198 | 10 | 0 | 1.3 | 16[fluorescence artefact?]
COCCOC(=O)c1c(C)nc(SCC(=O)Nc2ccc(OC)cc2)c(C#N)c1-c1ccco1 | 15 | 1.1 | 0 | -15 | 111 | 3 | -2 | 1.1 | -2
CCOC(=O)C1CCN(c2c(NCc3ccc(C(=O)NCCC(C)C)cc3)c(=O)c2=O)CC1 | -13 | 1 | -5 | x | 109 | 1 | x | 0.9 | -3
CCN(CC)CCCN(Cc1cc2cc3c(cc2[nH]c1=O)OCCO3)C(=O)Nc1ccc(F)cc1 | 2 | 1 | 0 | 4 | 122 | -2 | 1 | 0.6 | -5
C/C(=C(\C#N)C(=O)NC1CCCCC1)N(C)C | 3 | 0.9 | 2 | 2 | x | x | 3 | 1.2 | x
O=C(NCc1ccccn1)c1ccc2nc(-c3ccco3)c(-c3ccco3)nc2c1 | 7 | 1.2 | x | -20 | 23[fluorescence artefact?] | 88*[fluorescence artefact?] | 13 | 1.3 | 93*[fluorescence artefact?]
Cc1nn(CC(=O)NCc2ccccc2Cl)c(C)c1[N+](=O)[O-] | -10 | x | -9 | -1 | x | x | 5 | 1 | x
O=C(Nc1cccc(O)c1)c1ccccc1 | 18 | 1 | -1 | -6 | 109 | -26 | 5 | 1.2 | -13
CCc1ccccc1N(C(=O)Cn1nnc2ccccc21)C(C(=O)NCCOC)c1ccco1 (stereo unspecified) | 2 | 1 | -1 | -12 | 125[fluorescence artefact?] | 1 | 3 | 1.6 | 0
Cc1cccc(OCCNC(=O)c2cc(-n3cnnc3)ccc2Cl)c1 | 0 | x | 1 | 14 | x | x | 0 | 1.1 | x
O=C(O)c1ncc(-c2ccccc2)cn1 | -9 | 1.2 | 0 | 5 | 133 | 1 | 0 | 0.9 | 7
Fc1cccc(Cl)c1Cn1nnc2c(-n3ccnc3)ncnc21 | -1 | 1 | x | -6 | 97[fluorescence artefact?] | 4[fluorescence artefact?] | -1 | 1 | 2[fluorescence artefact?]
COc1cccc(C(c2c(O)nc(SC)n(C)c2=O)c2c(O)nc(SC)n(C)c2=O)c1 | -2 | x | -4 | -4 | x | x | 1 | 1.1 | x
O=C(CS(=O)(=O)Cc1ccccc1)Nc1nnc(C2CCCCC2)s1 | 5 | 1 | -6 | -10 | 105 | 0 | 3 | 1.1 | 1
CCCCCc1c(C)nc(Nc2nc(C)c3cc(OC)ccc3n2)[nH]c1=O | 2 | 0.9 | 1 | -6 | 126 | 7 | 7 | 2* | 9[fluorescence artefact?]
CCC(C)N(C)Cc1cccc(C2(O)CCN(S(=O)(=O)c3ccc(F)cc3)CC2)c1 (stereo unspecified) | 3 | 1.2 | -3 | 14 | 126 | -2 | -2 | 1.3 | 2
Cc1cccc(C)c1NC(=O)CSc1nc2ccccc2c(=O)[nH]1 | -10 | 1.1 | 0 | -5 | 105[fluorescence artefact?] | 0 | 2 | 1.1 | 1
O=C(NCC1CCCO1)c1cccc(NC(=O)c2ccco2)c1 (stereo unspecified) | 12 | 1 | 2 | -7 | 113 | 1 | 2 | 0.9 | -1
CC(=O)Nc1ccccc1-c1nc2ccc(C(=O)N3CCN(c4cccc(C)c4)C(C)C3)cc2[nH]c1=O (stereo unspecified) | -1 | x | 6 | -10 | 108 | -13[fluorescence artefact?] | 3 | 1.5 | 1
O=C(CCCCCN1C(=O)C2C3C=CC(C3)C2C1=O)Nc1nccs1 (stereo unspecified) | -8 | 1.1 | -4 | -4 | 114[fluorescence artefact?] | 1 | -2 | 1.2 | -11
NC(=O)c1ccc(-c2ccc(Br)cc2)o1 | 7 | 1.3 | 2 | -15 | 118 | -2 | 3 | 0.7 | 2
O=C(C1CCCN(S(=O)(=O)c2cccs2)C1)N1CCN(C2CCCCC2)CC1 (stereo unspecified) | 1 | 1.1 | 3 | -6 | 130[fluorescence artefact?] | -5 | 10 | 1.4 | -5
O=C(NCCN1CCOCC1)c1ccc2c(c1)N(Cc1ccccc1F)C(=O)CS2 | 7 | x | -3 | x | 96 | 15 | x | 1.2 | -1

Random excerpt: three records from the list, in no set order.
SMILES | E coli WT exp | MT1-MMP txn act | FAK inh | CD11b adhes inh | ERa SRC1 pot | ERa SRC1 inh | Mac1 fbg enh | PLAP activator | ERb SRC1 inh
CCCCCc1c(C)nc(Nc2nc(C)c3cc(OC)ccc3n2)[nH]c1=O | 2 | 0.9 | 1 | -6 | 126 | 7 | 7 | 2* | 9[fluorescence artefact?]
C/C(=C(\C#N)C(=O)NC1CCCCC1)N(C)C | 3 | 0.9 | 2 | 2 | x | x | 3 | 1.2 | x
O=C(C1CCCN(S(=O)(=O)c2cccs2)C1)N1CCN(C2CCCCC2)CC1 (stereo unspecified) | 1 | 1.1 | 3 | -6 | 130[fluorescence artefact?] | -5 | 10 | 1.4 | -5

(more compounds)
SMILES | E coli WT exp | MT1-MMP txn act | FAK inh | CD11b adhes inh | ERa SRC1 pot | ERa SRC1 inh | Mac1 fbg enh | PLAP activator | ERb SRC1 inh
O=C(NC1CCCCCC1)C1CCN(S(=O)(=O)c2ccc(F)cc2)CC1 | 1 | 1.1 | 1 | -5 | 111 | -22 | -4 | 1 | -20
O=C(c1cc2cc(Cl)ccc2oc1=O)N1CCCC1 | 9 | 1.2 | -2 | x | 103[fluorescence artefact?] | -2 | x | x | -4
Cc1cc(NCCCn2ccnc2)n2c(nc3ccccc32)c1C#N | -6 | 1.1 | 0 | -29 | 109 | 0 | 13 | 0.8 | 0
Cc1cc2n(n1)C(c1cn(-c3ccccc3)nc1C)Nc1c(C)cccc1-2 (stereo unspecified) | x | 1.2 | 1 | x | 94 | -2[fluorescence artefact?] | x | x | 3[fluorescence artefact?]
Cc1ccc2occ(C(c3nnnn3Cc3ccccc3)N3CCOCC3)c(=O)c2c1 (stereo unspecified) | 9 | 1.1 | 0 | -7 | 122 | -9 | 1 | 1.2 | 0
Cc1cc(NC(=O)COC(=O)C2CCCN2C(=O)c2cccs2)no1 (stereo unspecified) | 0 | 1.2 | -3 | 10 | 85 | -6 | 0 | 1.3 | -2
CC(c1nnnn1C(C)(C)C)N(Cc1cccnc1)Cc1ccccc1Cl (stereo unspecified) | 9 | x | 0 | 0 | 80 | -8 | 2 | 1.6 | -6
O=C(CC1COc2ccccc2O1)NCc1ccccc1 (stereo unspecified) | -5 | x | 0 | x | 117 | -6 | x | x | -3
CCOC(=O)N1CCN(CC(=O)Nc2c(C(=O)OC)[nH]c3cc(C)ccc23)CC1 | 7 | 1.1 | 1 | -2 | 92 | -5 | 3 | 1.4 | -12
CCOC(=O)c1c(C)n(C)c2ccc(OC)c(NC(=O)CN3CCCCC3)c12 | 2 | 1.1 | -12 | x | 121 | -3 | x | 1.6 | 0
CC(C)(CNS(=O)(=O)c1ccc(Cl)cc1)N1CCCCC1 | 6 | 0.9 | x | -14 | 123 | -2 | 1 | 0.9 | -6
Cn1cc(C(=O)NC2CCCCCCC2)c(=O)c2cc(S(=O)(=O)N3CCCC3)ccc21 | 5 | 0.9 | x | 0 | 73 | 44[fluorescence artefact?] | 25 | 1.6 | 11[fluorescence artefact?]
CCCCN(c1ccccc1)S(=O)(=O)c1ccc2c(c1)CCN2C(=O)CCC(=O)O | -3 | 1 | -2 | 12 | 99 | -9 | 3 | 1.5 | -3
COc1ccc(Nc2cc(C)nc3ccccc23)cc1 | 18 | 1.1 | 0 | 6 | 101 | -3 | -2 | 0.8 | 7
Cc1ccc(S(=O)(=O)N2CCN(S(=O)(=O)N3CCCCC3)CC2)cc1 | -3 | 1.1 | -4 | -12 | 102 | -9 | 12 | 1 | -7
CCCn1nc(-c2ccccc2)c2nc3ccccc3nc21 | -9 | 0.9 | 4 | -16 | 120 | 3 | 2 | 0.9 | -1[fluorescence artefact?]
Cc1cc(NC(=O)c2ccc3c(c2)OCO3)no1 | 6 | 1 | 0 | -1 | 97 | -2 | 0 | 0.8 | -1
O=c1c(C(c2nnnn2C2CCCCC2)N2CCCCC2)coc2ccc(Cl)cc12 (stereo unspecified) | 4 | 1.2 | x | -11 | 114 | 0 | -1 | 1 | 3
O=S1(=O)N=C(Oc2cccc3ccccc23)c2ccccc21 | x | 1.1 | 1 | x | 66 | 29[fluorescence artefact?] | x | x | 0
COc1ccc(/C(=N/O)C(C)(C)NO)cc1 | 2 | 1 | 2 | 1 | 92 | -9 | 0 | 1 | -3
O=C(NC(CO)c1ccccc1)c1ccco1 (stereo unspecified) | 12 | 1.1 | 1 | -17 | 124[fluorescence artefact?] | 5[fluorescence artefact?] | -4 | 0.7 | 1[fluorescence artefact?]
CCN(CC)S(=O)(=O)c1ccc(C(=O)NCc2nnc(SCC(=O)OC)n2C)cc1 | 3 | 1.1 | -7 | -12 | 112 | 1 | -2 | 1.2 | 0
Cn1c(=O)n(C)c2cc(NC(=O)CSc3nnc(-c4ccccc4O)n3-c3ccccc3)ccc21 | -5 | 0.9 | x | 11 | 144[fluorescence artefact?] | 21 | 26 | 0.9 | 13
COC(=O)c1cccnc1-n1c(=O)c2cccnc2n(Cc2cccc(OC)c2)c1=O | -3 | 1.1 | x | -12 | 120 | -11 | 2 | 1.4 | -3
O=c1cc(CSc2nc3ccccc3[nH]2)c2ccccc2[nH]1 | -7 | 1.2 | 3 | 0 | 92 | 14 | 1 | 0.9 | 2
CC1CCCCN1CCNS(=O)(=O)c1ccc2c(c1)oc(=O)n2C (stereo unspecified) | -1 | 1 | 1 | -12 | 110 | 6 | -4 | 0.9 | 17
CCOc1ccc2ccccc2c1C(=O)Nc1cc(=O)n(C)c(=O)n1C | -3 | 1.1 | -3 | x | 110 | -10 | x | x | 0[fluorescence artefact?]
O=S(=O)(NCc1ccc2c(c1)OCO2)c1ccc2c(c1)oc1ccccc12 | -3 | 1.1 | 2 | 9 | 94 | -6 | -3 | 0.9 | -10
O=C(c1ccc(F)cc1)C1CCN(C(=O)c2ccncc2)CC1 | 2 | 1.2 | 0 | -2 | 108[fluorescence artefact?] | -1 | 5 | 0.9 | -3

Single records (already shown). Order of screens: E coli WT exp, MT1-MMP txn act, FAK inh, CD11b adhes inh, ERa SRC1 pot, ERa SRC1 inh, Mac1 fbg enh, PLAP activator, ERb SRC1 inh
Shown for `Cc1ccc(S(=O)(=O)N2CCN(S(=O)(=O)N3CCCCC3)CC2)cc1` → -3, 1.1, -4, -12, 102, -9, 12, 1, -7
Shown for `O=C(c1ccc(F)cc1)C1CCN(C(=O)c2ccncc2)CC1` → 2, 1.2, 0, -2, 108[fluorescence artefact?], -1, 5, 0.9, -3
